ERAP1 HTS inh – blocks human ERAP1 aminopeptidase activity; Q9NZ08; recombinant ERAP1, Leu-AMC fluorescence, 60 min; inhibition, % at 10.7 µM; 0.15% of 340,000 active;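 active = mean replicate inhibition of at least 30%, or all replicates individually reaching that 30% level; inactive = mean below 30% and not every replicate reaching it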;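 also: 0% = neutral control wells and 100% = L-leucinethiol positive control wells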
miR-122 sensor – blocks miR-122 activity in Huh7 sensor cells; Huh7 miR-122 Renilla luciferase sensor, 48 h; neutral wells = 0, positive control = 100; 0.3% of 340,000 active; activation (reporter increase), % at 12.5 µM;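 active = mean replicate activation score at least 90 and every replicate individually at or above 90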;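 also: higher luciferase means less miR-122 activity so hits act as miR-122 inhibitors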
RAD52 inh – blocks human RAD52 DNA annealing. AID 651710. inhibition, % at 18.7 µM. recombinant RAD52 DNA annealing, FRET fluorescence. 0.46% of 360,000 active. P43351;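 active = every replicate showing at least 50% inhibition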
Cneo AK release – Cryptococcus neoformans lysis via adenylate kinase release; 0.2% of 360,000 active; C. neoformans lysis, adenylate kinase release luminescence, 4 h; normalised: neutral wells 0, clomiphene wells 100; AID 651654; lysis activity, % at 15 µM;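 active = mean lysis activity across replicates of at least 80%, whatever share of replicates individually reach that level; inactive = mean lysis activity below 80%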
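Assay system: Cryptococcus neoformans yeast cells / Dosing: single-point compound dose / Timing: 4 h at 37 °C static, read 1 h later / Measured by: luminescence of released adenylate kinase using an AK detection reagent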
E-selectin induc – induces E-selectin expression in human endothelial cells; P16581; HUVEC E-selectin immunofluorescence imaging; normalized: neutral wells 0, TNF-alpha wells 100; activation, % at 7.58 µM; 0.37% of 260,000 active; AID 686992;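 active = mean E-selectin-positive cell signal at least 10% of the positive control, reached in at least 60% of replicates, without over 20% cell loss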;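 also: in these data hits start at about 27%; measured in HUVEC primary endothelial cells; signal is the percent of cells scored E-selectin positive by PE staining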
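Test system: HUVEC | Signal: Immunofluorescence imaging | Read-out: Percent E-selectin-positive cells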
PglD inh – blocks C. jejuni PglD acetyltransferase activity. purified PglD enzyme, DTNB colorimetric CoA detection. inhibition, % at 12.5 µM. 0.098% of 360,000 active. AID 602405; in the data active = inhibition above about 16%, passing the limit was not always enough; also: strong numbers were not always called active
PGC1a acetyl inh – modulators of PGC1a acetylation; U2OS PGC1a acetylation, AlphaScreen anti-acetyl-lysine; with virally co-expressed GCN5 acetyltransferase; inhibition, % at 15.6 µM; 0.17% of 350,000 active;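 active = every replicate shows inhibition of at least 40%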;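 also: 0% = neutral control wells and 100% = positive control wells; some results beyond the cut were filed as inactive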
RAD54 branch – blocks human RAD54 Holliday junction branch migration. Q92698. FAM/BHQ fluorescence. inhibition, % at 10.4 µM. 0.14% of 360,000 active. AID 602329;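 active = mean normalized replicate activity at least 40 and at least half of replicates scoring 40 or more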;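 also: 0% = median of neutral control wells and 100% = median of positive control wells; inhibitors cause a drop in the FAM fluorescence signal; in these data hits start at about 50%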
Target sequence (Q92698 whole entry, looked up): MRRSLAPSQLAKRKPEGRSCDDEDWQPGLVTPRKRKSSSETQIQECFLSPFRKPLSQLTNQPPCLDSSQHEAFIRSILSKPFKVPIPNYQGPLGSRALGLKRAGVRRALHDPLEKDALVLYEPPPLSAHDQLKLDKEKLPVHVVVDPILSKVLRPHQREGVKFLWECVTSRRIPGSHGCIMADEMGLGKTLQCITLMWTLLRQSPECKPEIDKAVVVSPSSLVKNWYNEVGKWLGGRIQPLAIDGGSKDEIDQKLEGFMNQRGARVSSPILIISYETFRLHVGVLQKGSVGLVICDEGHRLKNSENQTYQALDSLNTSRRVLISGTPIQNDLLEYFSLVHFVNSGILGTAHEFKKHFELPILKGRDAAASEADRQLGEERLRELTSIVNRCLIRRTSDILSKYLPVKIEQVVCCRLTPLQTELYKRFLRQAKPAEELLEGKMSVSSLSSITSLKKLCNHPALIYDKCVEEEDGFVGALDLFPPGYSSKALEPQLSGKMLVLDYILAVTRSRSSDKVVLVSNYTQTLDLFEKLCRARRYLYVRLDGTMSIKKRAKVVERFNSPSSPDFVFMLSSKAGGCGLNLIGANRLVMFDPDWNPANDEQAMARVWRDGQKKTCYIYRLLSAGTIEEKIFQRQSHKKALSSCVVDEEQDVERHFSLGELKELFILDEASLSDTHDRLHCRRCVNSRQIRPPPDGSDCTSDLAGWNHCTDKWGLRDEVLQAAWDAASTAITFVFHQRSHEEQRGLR
Active calls of the source: *; x = not tested or not shown; [ ] = another dose, or the depositor's remark. This is a random part of the collection; 1.4% or so of the library scored in one or more.

SMILES	ERAP1 HTS inh	miR-122 sensor	RAD52 inh	Cneo AK release	E-selectin induc	PglD inh	PGC1a acetyl inh	RAD54 branch
Cc1cc(C)n2nc(SC(C)C(=O)N3CCOCC3)nc2n1 (configuration not stated)	1.0	-1.7	0.1	4.2	x	0.1	x	-3.9
Cc1ccccc1-c1nn(-c2ccccc2)cc1C(=O)NCC(c1ccco1)N1CCCC1 (configuration not stated)	-3.1	0.6	-32.1	0.1	-0.3	3.1	-5.2	3.3
Nc1ncnc2c1ncn2[C@@H]1O[C@H](CNS(=O)(=O)CCCCl)[C@@H](O)[C@H]1O	7.7	x	-7.3	-1.8	1.6	3.0	x	1.5
COc1ccc(C(=O)O)c(O)c1	-0.8	3.7	-2.6	-0.7	x	6.9	0.4	-4.6
COc1ccccc1-c1nnc(SCC(=O)Nc2c(Cl)cccc2Cl)o1	x	2.7	x	0.3	x	-1.6	-4.8	1.2
COc1cccc(C(c2nnnn2CCc2ccccc2)N2CCN(c3ccccc3)CC2)c1OC (configuration not stated)	x	27.4	x	-0.6	x	-4.0	-7.3	6.1
C=C(C)CNC(=S)NNC(=O)c1ccco1	x	-7.8	x	-6.1	x	-3.7	-2.8	-8.1
NC(=O)COC(=O)c1cc(Cl)cc(Cl)c1N	18.6	-4.4	-5.6	x	4.1	x	-4.9	x
C[C@@H]1CN([C@H](C)CO)C(=O)Cc2cc(NS(=O)(=O)c3ccc(Cl)cc3)ccc2O[C@@H]1CN(C)C(=O)Nc1ccccc1	1.2	3.7[16.7 µM]	13.0	-0.7	0.9	2.7	-7.3	-1.4
O=C(NC1CCCCC1)c1ccc(-n2cncn2)c([N+](=O)[O-])c1	0.1	-3.5	-3.2	x	-0.2	x	15.6	x

3 compounds from above, sorted by the value under RAD52 inh, smallest number first.
Molecule	ERAP1 HTS inh	miR-122 sensor	RAD52 inh	PglD inh	PGC1a acetyl inh
Cc1ccccc1-c1nn(-c2ccccc2)cc1C(=O)NCC(c1ccco1)N1CCCC1 (configuration not stated)	-3.1	0.6	-32.1	3.1	-5.2
NC(=O)COC(=O)c1cc(Cl)cc(Cl)c1N	18.6	-4.4	-5.6	x	-4.9
O=C(NC1CCCCC1)c1ccc(-n2cncn2)c([N+](=O)[O-])c1	0.1	-3.5	-3.2	x	15.6

Back to the main list, starting two compounds before the break.
SMILES	ERAP1 HTS inh	miR-122 sensor	RAD52 inh	Cneo AK release	E-selectin induc	PglD inh	PGC1a acetyl inh	RAD54 branch
C[C@@H]1CN([C@H](C)CO)C(=O)Cc2cc(NS(=O)(=O)c3ccc(Cl)cc3)ccc2O[C@@H]1CN(C)C(=O)Nc1ccccc1	1.2	3.7[16.7 µM]	13.0	-0.7	0.9	2.7	-7.3	-1.4
O=C(NC1CCCCC1)c1ccc(-n2cncn2)c([N+](=O)[O-])c1	0.1	-3.5	-3.2	x	-0.2	x	15.6	x
CC(C)NC(=O)N(C)C[C@@H]1OCCCC[C@H](C)Oc2ccc(NC(=O)NC3CCCCC3)cc2C(=O)N([C@H](C)CO)C[C@@H]1C	-3.3	-0.6[16.7 µM]	18.3	0.4	0.0	1.6	-1.2	2.5
CC(=C/c1ccco1)/C=N/N1CCN(c2ccccc2)CC1	x	-6.6	x	2.0	x	x	18.9	-10.1
COc1cc2c(cc1N/C=C(\C#N)c1nc(-c3ccc(F)cc3)cs1)oc1ccccc12	x	8.8	-155.4	x	0.1	x	-0.9	x
Cc1cccc(OCC(=O)Nc2ccc3c(c2)OCO3)c1C	x	10.7	x	-5.9	x	2.2	x	8.4
CN(Cc1cccs1)C(=O)CNC(=O)c1ccco1	-4.6	3.2	-21.4	2.4	1.2	-5.7	x	-8.3
O=C(NCc1ccccc1)C(c1ccccc1)N(Cc1ccccc1)C(=O)Cc1ccccc1 (configuration not stated)	-0.5	x	4.3	44.3	x	-8.4	x	-3.4
CC(Sc1nnc(C2CC2)n1C)C(=O)Nc1ccc2c(c1)CCC2 (configuration not stated)	-1.9	1.9	-11.0	-0.4	x	1.1	-14.6	1.7
COC(=O)c1cc(NS(=O)(=O)c2ccc(NCc3cccnc3)c(N)c2)cc(C(=O)OC)c1	x	0.0	x	x	x	-1.5	5.9	0.5
O=C(NCC[C@H]1CC[C@H](NC(=O)C2CCOCC2)[C@H](CO)O1)Nc1ccc(Cl)cc1	3.7	x	8.7	-4.5	-0.4	7.6	-4.6	-15.7
COc1ccc2cc3cc(C(=O)Nc4ccccc4N4CCN(C)CC4)oc3nc2c1	x	-2.4	x	-0.4	x	-2.1	-14.3	27.8
CCN(CC)CCNC(=O)C1c2cc(OC)c(OC)cc2C(=O)N2CCc3ccccc3C12 (configuration not stated)	x	-4.3	x	0.8	x	4.5	-8.3	7.4
COc1ccc(-c2cc(C)nc3nc(N)nn23)cc1	1.3	-6.3	-5.5	-0.9	x	3.0	4.0	8.7
COc1ccc(OCc2cc(C(=O)NCc3nc(C)cs3)no2)c(Cl)c1	2.1	2.2	-20.0	-2.1	-0.2	1.8	-5.3	-0.5
Cc1ccccc1S(=O)(=O)N1CC[C@H]2[C@H](CO)Nc3ccc(-c4ccccc4F)cc3[C@H]21	-1.5	73.4[16.7 µM]	5.1	-1.6	-0.6	2.4	-2.9	3.1
Nc1nc(Nc2ccccc2)nc(N2CCOCC2)c1[N+](=O)[O-]	x	-2.7	x	0.5	x	-2.7	6.8	3.2
Cc1ccc(S(=O)(=O)N(C)c2ccc3c(ncn3C)c2[N+](=O)[O-])cc1	0.8	0.4	-18.0	-1.0	-0.1	3.7	-0.3	-0.3
O=C(NC1CC2CCC1C2)c1ccc(CN2CCOCC2)cc1 (configuration not stated)	x	-3.5	x	-1.5	x	x	1.0	-6.0
CC1(C)CC(=O)C=C(Nc2cccc(Cl)c2Cl)C1	-1.3	6.8	-2.3	2.5	0.5	-2.3	8.1	-0.4
Cc1cccc(C)c1OCc1cc(C(=O)N2CCN(c3ccccc3)CC2C)no1 (configuration not stated)	-3.3	x	-5.0	-0.5	0.2	-1.4	x	-6.9
COCC(=O)N[C@H]1CC[C@H](CC(=O)N2CCCCC2)O[C@@H]1CO	-2.4	-0.2[16.7 µM]	0.5	9.5	0.1	-5.3	9.1	6.7
COc1cccc(C2C(C#N)=C(N)N(N(C)C)C3=C2C(=O)CC(C)(C)C3)c1OC (configuration not stated)	1.4	-1.2	-17.3	-4.5	-0.1	7.5	x	-9.7
CCCNC(=O)Nc1ccc2c(c1)OC[C@@H](C)N(CCC(F)(F)F)C[C@@H](C)[C@H](OC)CN(C)C2=O	1.3	x	1.9	x	1.1	x	0.5	x
CCOC(=O)Cc1csc(NC(=O)/C=C/c2ccc(Cl)cc2)n1	x	-22.7	-6.0	-28.5	-0.6	-0.1	5.4	-5.4
Cc1cc(NC(=O)CN2CCCCC2)no1	-1.1	-5.6	-3.0	x	x	x	-7.7	x
CN(C)C(=O)C[C@H]1CC[C@H]2[C@@H](COC[C@@H](O)CN2S(=O)(=O)c2ccccc2)O1	-1.5	-1.9[16.7 µM]	3.3	0.2	-0.1	-1.3	-2.5	-1.6
COc1cc(C(C#N)N2CCOCC2)ccc1O (configuration not stated)	x	-2.7	x	0.1	1.2	0.4	x	4.8
CCOC(=O)c1cc(NC(=O)NCc2ccco2)c(C)nc1C	x	-1.8	x	-1.3	x	-3.8	-1.4	-3.6
CC1CCN(C(=O)CN(c2ccc(Oc3ccccc3)cc2)S(C)(=O)=O)CC1	x	-0.6	x	2.3	x	4.0	-10.2	-9.9
CC(=O)N1[C@H](CO)[C@H](c2ccccc2)[C@@H]1CNC(=O)c1ccncc1	-2.9	x	-11.9	x	0.1	x	12.3	x
COc1cccc(CN2[C@H](CO)[C@@H](c3ccccc3)C23CN(Cc2ccccc2OC)C3)c1	3.6	x	21.1	x	0.0	x	-9.2	x
Cc1ccc(NC(=O)c2ncn(CC(=O)NCc3ccc4c(c3)OCO4)n2)cc1C	-7.1	1.4	-10.4	-1.8	0.9	5.6	2.4	2.9
CCCCn1c(=O)c(CCC(=O)OCC(=O)NCc2ccc(OC)c(OC)c2)nc2ccccc21	0.1	x	-10.7	x	1.4	x	4.3	x
COc1ccc(Cl)cc1C(=O)NCC(=O)OCc1ccccc1	-1.4	x	-3.5	1.1	2.6	2.7	x	-9.0
Cc1ccc(Cn2c(O)c(N=O)c3ccccc32)cc1	-2.7	-15.4	-3.7	x	x	x	-2.0	x
O=C(CN1C(=O)NC2(CCCCC2)C1=O)Nc1ccccc1N1CCCC1	0.9	-0.5	-0.6	-0.7	2.4	0.3	x	-3.6
O=C(NC1CCCC1)C1CCN(c2nccs2)CC1	x	-6.9	x	2.2	x	-12.9	13.3	-1.2
Cc1ccc(N2CC(C(=O)OCC(=O)Nc3ccc(Cl)cc3)CC2=O)cc1 (configuration not stated)	1.3	-10.8	-5.4	-1.1	x	-1.0	0.6	12.0
CC(=O)COc1ccc2oc(=O)cc(-c3cc4ccccc4o3)c2c1	2.3	1.9	-16.9	0.9	x	-3.0	-3.7	-10.6
Cc1ccc(S(=O)(=O)N(C)C[C@H]2Oc3c(NC(=O)Nc4ccc5c(c4)OCO5)cccc3C(=O)N([C@@H](C)CO)C[C@@H]2C)cc1	-4.9	0.6[16.7 µM]	25.4	0.5	-0.2	-3.2	1.5	-16.0
C[C@H](CO)N1C[C@H](C)[C@H](CN(C)C(=O)Nc2ccccc2)Oc2c(NC(=O)C3CCCCC3)cccc2C1=O	0.0	7.0[16.7 µM]	8.0	0.3	-0.1	-6.7	-0.4	-13.2

An excerpt from above with just RAD52 inh and miR-122 sensor:
compound,RAD52 inh,miR-122 sensor
CC1(C)CC(=O)C=C(Nc2cccc(Cl)c2Cl)C1,-2.3,6.8
Cc1cccc(C)c1OCc1cc(C(=O)N2CCN(c3ccccc3)CC2C)no1 (configuration not stated),-5.0,x

(next part)
SMILES	ERAP1 HTS inh	miR-122 sensor	RAD52 inh	Cneo AK release	E-selectin induc	PglD inh	PGC1a acetyl inh	RAD54 branch
COCCNC(=O)C[C@H]1CC[C@H]2[C@@H](COC[C@@H](O)CN2S(=O)(=O)c2ccccc2C)O1	-4.2	-2.5[16.7 µM]	27.3	0.2	0.0	0.6	1.6	4.3
CC(C)COc1ccc(/C(=N/O)c2ccccc2)cc1	x	-5.7	x	-32.2	x	-4.0	x	9.8
CC(=O)Nc1ccc(S(=O)(=O)N2CCC(C(=O)Nc3nccs3)CC2)cc1	-2.0	-4.9	-5.3	0.8	x	1.7	-4.3	5.1
Cc1cc(C(=O)COC(=O)C2=NNC(=O)CC2)c(C)n1-c1cccc(C(F)(F)F)c1	x	-3.4	x	-2.2	x	3.5	-4.4	-4.5
COc1ccccc1C(=O)NCCC(=O)N(C)CC(=O)Nc1ccc(C)cc1	-2.4	x	-4.7	10.1	0.8	-3.2	x	-11.5
O=C(COC(=O)c1cc(-c2ccccn2)nc2ccccc12)Nc1ncc(C(F)(F)F)cc1Cl	-2.4	-7.9	-20.0	-8.6	x	-4.0	-3.0	-6.7
COc1cccc(S(=O)(=O)Nc2ccc3c(c2)[C@H]2C[C@H](CC(=O)NCc4ccccc4F)O[C@@H](CO)[C@H]2O3)c1	1.7	8.2[16.7 µM]	3.7	94.6*	-0.6	-0.3	-7.6	6.3
CCN(C(=O)COC(=O)c1cccc(S(=O)(=O)N(CC)CC)c1)C1CCS(=O)(=O)C1 (configuration not stated)	0.8	x	-11.0	3.0	-0.4	-7.4	x	16.8
CN1CCN(c2cc(-c3cc(O)c4ncccc4c3)ccn2)CC1	-3.0	-6.4	106.9*	0.4	-0.2	-0.6	x	26.0
O=[N+]([O-])c1cccc(/C=C/c2ccncc2)c1	2.3	x	-6.3	x	-0.1	x	-1.7	x
Cc1cc(Nc2ccccc2)nc(N2CCOCC2)n1	x	8.9	x	-1.2	x	-0.4	1.0	-0.2
COc1ccc2nc(CNC(=O)C3CCC(=O)N(CCc4ccccc4)C3)[nH]c2c1 (configuration not stated)	0.2	-4.1	-9.7	0.4	x	-3.7	-4.5	-14.1
O=C(Nc1ccnn1C1CCN(Cc2ccc(F)cc2)CC1)C1CC1	-2.5	x	-3.7	-1.8	-0.3	-3.0	x	4.1
